Screens: PubChem BioAssay, several laboratories
TPT1 inhibitor – C. albicans TPT1 enzyme inhibition; recombinant caTPT1, FP RNA substrate dephosphorylation; inhibition, % at 5 µM; hit rate 0.81% among 300,000; AID 1962;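 active means inhibition above the mean of all tested compounds plus 3 SD, set per screening campaign, cut at about 24% in these data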;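 further: plate controls were DMSO alone for no effect and ferristatin control at 100 nM for full effect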
PP5 primary – inhibitors of human protein phosphatase 5 (PP5). P53041. purified PP5c, OMFP substrate fluorescence. inhibition, % at 6.7 µM. hit rate 0.18% among 320,000. AID 1987;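 active means inhibition above the campaign's mean inhibition across all tested compounds plus 3 SD, cut at about 9.5% in these data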;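 further: 0% = DMSO only and 100% = 100 µM cantharidin control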
Target sequence (P53041 whole entry, looked up): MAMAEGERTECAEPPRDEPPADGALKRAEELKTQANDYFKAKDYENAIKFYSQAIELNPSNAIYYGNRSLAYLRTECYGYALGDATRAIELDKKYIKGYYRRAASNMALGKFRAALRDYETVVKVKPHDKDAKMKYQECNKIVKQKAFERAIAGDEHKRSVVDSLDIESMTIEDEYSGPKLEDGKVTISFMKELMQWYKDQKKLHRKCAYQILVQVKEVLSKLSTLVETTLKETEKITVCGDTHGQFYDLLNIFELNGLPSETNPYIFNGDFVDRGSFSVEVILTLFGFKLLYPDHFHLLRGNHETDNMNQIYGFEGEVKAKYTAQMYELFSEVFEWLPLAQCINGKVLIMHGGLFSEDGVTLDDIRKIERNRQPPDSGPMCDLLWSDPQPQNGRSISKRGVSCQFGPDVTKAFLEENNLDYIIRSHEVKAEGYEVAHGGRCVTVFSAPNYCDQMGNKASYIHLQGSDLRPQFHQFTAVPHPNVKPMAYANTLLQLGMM
EBNA-1 inh – blocks EBNA-1 binding to DNA | EBNA-1 DNA binding, fluorescence polarization | inhibition, % at 14.8 µM | hit rate 0.34% among 300,000 | AID 1950; in the data active means inhibition above about 28%
core dimer inh – blocks dimerization of HCV core protein; TR-FRET GST/Flag-core106 dimerization, 1536-well; inhibition, % at 5 µM; hit rate 0.33% among 300,000; AID 1899;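 active means inhibition above the mean of all tested compounds plus 3 SD, set per screening campaign, cut at about 45% in these data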
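System: GST/Flag-tagged HCV core106 proteins. Incubation: compound-protein-antibody incubation 4 h at 22.5 °C. Technique: HTRF with 340 nm excitation, 617/671 nm emission. Medium: KF-containing HEPES buffer, pH 7.45, DTT, CHAPS, BSA. Read-out: inhibition (%) from 671 over 617 nm ratio. Also added: Eu(K)-anti-GST 90 ng/mL plus XL665-anti-Flag 1 µg/mL.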
ZTA DNA inh – blocks Epstein-Barr virus ZTA, an EBNA-1 counter-screen | P03206 | ZTA-DNA binding, fluorescence polarization | inhibition, % at 11 µM | hit rate 0.15% among 320,000 | AID 2234; in the data active means inhibition above about 33%
Target sequence (P03206 whole entry, looked up): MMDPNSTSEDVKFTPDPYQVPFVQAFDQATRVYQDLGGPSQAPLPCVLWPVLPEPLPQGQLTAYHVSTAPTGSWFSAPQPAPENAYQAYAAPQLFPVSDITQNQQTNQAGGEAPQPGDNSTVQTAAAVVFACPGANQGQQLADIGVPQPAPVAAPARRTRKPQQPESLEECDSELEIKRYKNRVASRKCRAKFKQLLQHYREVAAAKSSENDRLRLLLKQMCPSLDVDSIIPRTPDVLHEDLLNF
JMJD2C inh – blocks human GASC-1 demethylase activity; hit rate 0.069% among 330,000; GST-JMJD2C(1-420) H3K9me3 demethylation, DELFIA europium; inhibition, % at 2.35 µM;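 active means more than half of a compound's replicate wells show inhibition beyond 50%, single wells judged on their own value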;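 further: signal counts dimethyl H3K9 product captured on neutravidin plate; 0% = median of DMSO wells and 100% = 0.3 times that DMSO median; strong numbers were not always called active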
Fh CTSL1 inh – blocks F. hepatica cathepsin L1 in PFM18AAP counter-screen. hit rate 0.49% among 300,000. recombinant F. hepatica cathepsin L1, Z-Leu-Arg-MCA fluorescence. inhibition, % at 5.96 µM;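 active means inhibition above the mean of all tested compounds plus 3 SD, set per screening campaign, cut at about 17% in these data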;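 further: 0% = plate median of test compound wells and 100% = 1 µM Z-Phe-Ala-diazomethylketone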
PP1 counter – PP1-alpha (human) inhibition in PP5 counter-screen | inhibition, % at 6.7 µM | hit rate 0.9% among 320,000 | purified PP1alpha, OMFP fluorescence | P62136;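 active means inhibition above the mean inhibition of all tested compounds plus 3 SD, computed separately for each screening campaign, cut at about 15% in these data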
CR mimetic SO – yeast age-related superoxide inhibition as caloric restriction mimetic; S. cerevisiae aged cells, superoxide DHE fluorescence; active compounds read low; superoxide response (% of plate mean), % at 10 µM; hit rate 0.18% among 330,000;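 active means superoxide response under a set limit, about three screen SD below normal, cut at about 65% in these data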;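 further: yeast aged for seven days with compound at 30 °C before DHE staining; 100% = average MFI of all compound-treated wells on the plate with controls excluded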
* = called active by the depositor; i = inactive; . = not tested or not shown.

SMILES	TPT1 inhibitor	PP5 primary	EBNA-1 inh	core dimer inh	ZTA DNA inh	JMJD2C inh	Fh CTSL1 inh	PP1 counter	CR mimetic SO
Cc1cc(NC(=O)C(C)SCC(=O)OCC(=O)N(C)c2ccccc2)no1 (configuration not stated)	-1	-0.5	6	4	1	1	1	-5	94
CCOc1ccc(N=Cc2ccc3ccccc3c2)cc1	-4	-1.1	11	3	-2	5	-1	2	101
O=S(=O)(c1ccccc1)c1ccc(C(F)(F)F)cn1	2	1.5	-5	-2	4	-3	2	-4	81
O=C(Nc1ccc(F)cc1)NC1CCN(Cc2ccccc2)CC1	-2	0.7	3	2	-12	-12	-3	-5	103
O=C(CCn1cccc1)NCc1ccc(Cl)cc1	3	1.3	-3	-1	1	6	8	-2	91
CCCNC1=CC(=O)CC(C)(C)C1	1	-2.0	-4	1	-2	10	-2	9	74
CCn1c(SCC(=O)N2CCCC(C)C2)nnc1-c1ccco1 (configuration not stated)	4	1.9	-10	-6	-7	6	0	2	95
Nc1cc(=O)[nH]c(=O)n1CCCc1ccccc1	-1	-2.0	-1	4	8	3	-3	2	112
CCOC(=O)C1CCCN(S(=O)(=O)c2cccs2)C1 (configuration not stated)	1	1.4	3	2	-2	-6	3	-3	95
Cc1ccc(S(=O)(=O)Nc2cccc(C(=O)NCC(C)(C)N3CCOCC3)c2)cc1F	-5	-1.3	-6	1	6	1	-4	-4	96
O=C(OCc1ccccc1)N1CCOCCOCCN(C(=O)OCc2ccccc2)CCOCCOCC1	-5	0.1	-15	3	-19	0	-7	4	106
Cc1ccc(-c2nc(CS(=O)(=O)CC(=O)NCCN3CCCC3)c(C)o2)cc1	0	2.5	-7	-6	11	-6	-5	-1	101
Cc1ccc2cc(CN(C(=O)c3ccncc3)C(C)C)c(=O)[nH]c2c1	15	0.0	-8	24	-6	9	4	3	100
C#CCOc1ccc(Cl)cc1/C=C1/C(=O)ON=C1C	4	1.6	0	6	-5	3	0	-1	105
O=C(Nc1cccnc1)c1ccc2snnc2c1	-8	2.2	3	-5	7	-30	-1	-3	94
CC(C)(C)SCCNC(=O)CN(c1ccc(F)cc1)S(=O)(=O)c1ccccc1	-1	3.8	-11	0	-3	4	0	-2	106
Cc1c(C)n(Cc2ccccc2)c2ncnc(N)c12	-4	3.5	2	1	-3	-42	-4	0	138
Cc1ccsc1C(=O)N(c1nc2ccccc2s1)c1c(C)cccc1C	-5	2.3	-12	4	1	6	-2	-2	111
O=C(N/N=C/c1ccco1)c1ccc(N2CCCC2=O)cc1	-6	-0.4	-1	-2	8	i	1	-3	97
CCN(C(=O)CSc1nc2ccccc2c(=O)n1-c1cccc(C)c1)C1CCS(=O)(=O)C1 (configuration not stated)	-2	1.5	-2	6	4	-27	2	-2	96
COC(=O)CSc1nc(N)c(C#N)c(-c2ccc(O)cc2)c1C#N	-5	1.1	5	2	-2	7	3	1	90
Cn1cnc(S(=O)(=O)NCc2ccc(Br)cc2)c1	-1	-6.2	-10	-13	-8	-3	6	-12	78
COc1cc(NC(=S)NCCN2CCOCC2)cc(OC)c1	0	1.0	2	-17	2	-6	6	-7	99
CC(=O)N1CC(C)Sc2ccc(S(=O)(=O)NCc3ccc(F)cc3)cc21 (configuration not stated)	0	0.9	-2	2	12	-5	-8	-5	98
Cc1cccnc1NCC(O)COc1ccccc1 (configuration not stated)	-4	2.1	-7	-3	1	9	0	-1	74
Cc1ccc(CSCC(=O)N2CCN(c3ccccc3)CC2)cc1	-4	2.4	0	-2	-12	7	0	0	97
CCCC(=O)Nc1nc2c(C)c(Cl)ccc2s1	0	5.0	-1	-4	4	-7	8	-2	106
COCCCNC(=O)c1ccccc1SC	1	0.9	-5	4	8	-7	-2	-6	85
O=C(N/N=C/c1ccncc1)c1cccc(NC(=O)c2ccc(Cl)cc2)c1	-2	1.3	9	-32	20	-6	-1	31*	103
Cc1csc(=O)n1CCC(=O)OCc1nnc(-c2ccc([N+](=O)[O-])cc2)o1	.	1.4	.	.	1	-1	.	-1	108
COc1ccc2ccccc2c1/C=N/NC(=O)c1sc(N)c(C#N)c1C	10	6.5	6	5	0	6	-4	3	111
CCN(CC)CCCNC(=O)CNC(=O)c1nn(-c2ccc(OC)cc2)c(=O)c2ccccc12	0	1.1	-13	-1	-13	1	1	-1	96
CSc1cccc(NC(=O)C2CCN(S(=O)(=O)c3ccc(F)cc3)CC2)c1	-2	5.5	-5	-1	1	-9	-1	-2	97
O=S(=O)(c1ccccc1)[C@@]1(c2ccc(Br)cc2)C[C@@H]2ON=C(c3cccc(Br)c3)[C@@H]2C1	-2	5.0	-5	-2	8	26	1	2	111
COc1ccc(N=C2C(=O)N3c4c(cccc42)C(C)=CC3(C)C)cc1	-4	2.8	4	-9	-15	5	-3	6	96
COc1ccc(C(=O)N2CCCN(C)CC2)cc1S(=O)(=O)N(C)Cc1ccccc1	.	-2.8	.	.	1	0	.	-1	96
CC(NC(=O)c1ccco1)C(=O)OCc1cccc(Cl)c1 (configuration not stated)	2	-6.0	-1	-8	-10	-1	-4	-6	119
CC(C)(C)C(=O)NC1(C(F)(F)F)NC(=O)N(c2ccccc2F)C1=O (configuration not stated)	2	3.0	-4	-5	-7	19	-2	1	117
COc1ccc(N2C(=O)CC(N(C)CCc3ccc(OC)c(OC)c3)C2=O)cc1 (configuration not stated)	-3	0.0	8	-2	3	-7	0	0	86
Cc1cc[n+](CC(=O)c2cc3ccccc3oc2=O)cc1	0	0.9	-8	-4	5	-7	-2	1	108
CC1=C(C(=O)OC2CCCCC2)C(c2ccc(C)o2)C2=C(CCCC2=O)N1 (configuration not stated)	6	7.2	-17	4	-2	2	-1	0	113
COC(=O)[C@@H](NC(=O)Nc1ccc(OC)cc1)C(C)C	-2	2.9	-11	2	6	-8	-6	-10	124
Cc1ccc2c(c1)-c1c(ssc1=S)C(C)(C)N2C(=O)CSC1=NCCS1	-5	1.4	2	1	-12	2	1	-5	92
O=S1(=O)CCOC[C@H](Cc2ccccc2)N1Cc1ccc(F)cc1	2	1.6	-3	-9	0	-51	-2	-8	93
Cc1cc2ccccc2c(=O)n1CC(=O)NCC(=O)N1CCN(c2ccccc2F)CC1	1	1.9	-10	-1	-8	-13	-1	-1	130

Single records, as listed above. Order of screens: TPT1 inhibitor, PP5 primary, EBNA-1 inh, core dimer inh, ZTA DNA inh, JMJD2C inh, Fh CTSL1 inh, PP1 counter, CR mimetic SO
`Cc1cc2ccccc2c(=O)n1CC(=O)NCC(=O)N1CCN(c2ccccc2F)CC1` across the screens: 1, 1.9, -10, -1, -8, -13, -1, -1, 130
`CSc1cccc(NC(=O)C2CCN(S(=O)(=O)c3ccc(F)cc3)CC2)c1` across the screens: -2, 5.5, -5, -1, 1, -9, -1, -2, 97

The list goes on:
SMILES	TPT1 inhibitor	PP5 primary	EBNA-1 inh	core dimer inh	ZTA DNA inh	JMJD2C inh	Fh CTSL1 inh	PP1 counter	CR mimetic SO
CCc1nnc(NS(=O)(=O)c2ccc(NC(=O)C(c3ccccc3)c3ccccc3)cc2)s1	-1	2.0	-2	18	-8	4	-4	6	113
Cc1cc(C)c2nc(-c3ccccn3)cc(C(=O)NCc3ccc(S(N)(=O)=O)cc3)c2c1	-1	3.4	5	3	-7	7	-1	11	85
CCOC(=O)C1=C(C)Nc2nc(C)nn2C1c1ccc(C)cc1 (configuration not stated)	3	3.4	5	5	4	3	-4	-3	107
Cc1nc2nc(SCC(N)=O)[nH]c2cc1Br	2	1.6	0	-6	0	-7	-2	-2	103
Cc1ccc(CNC(=O)COC(=O)c2cnccn2)cc1	-2	0.7	4	6	3	5	-22	-1	81
COc1ccc(/C=C/C(=O)NC(=S)Nc2cc([N+](=O)[O-])ccc2O)cc1OC	-1	1.6	5	31	17	-5	2	43*	97
CCOC(=O)c1c(-c2ccc(-c3ccccc3)cc2)csc1NC(=O)CCN1CCOCC1	1	4.4	-8	2	0	1	-3	-1	291
CCOc1ccc2c(c1)sc(=NC(=O)C1CC1)n2C	-1	2.5	-1	3	-2	0	-6	-9	125
Cc1ccccc1NC(=O)CN1C(=O)S/C(=C/c2cccnc2)C1=O	-4	0.1	0	-9	-20	-2	-1	1	87
Brc1cc2c(cc1Br)OCCOCCOCCOCCO2	-4	4.2	-5	-1	-13	19	-4	-2	93
CC(=O)Nc1nonc1NC(=O)CSc1ncn[nH]1	-3	-0.2	5	0	8	11	-3	-5	108
Cc1ccc(S(=O)(=O)NCCC(=O)OCC(=O)NC(=O)c2cccn2C)cc1	5	-0.2	1	15	6	23	-17	5	109
O=C(CCc1ccc(S(=O)(=O)N2CCOCC2)cc1)Nc1cc(Cl)ccc1N1CCOCC1	-3	0.3	-4	7	16	-1	-2	6	108
CSc1ncc(Cl)c(C(=O)Nc2ccc(NC(C)=O)cc2)n1	-6	-0.4	6	0	10	1	-2	1	94
CCCSc1nc(=O)n2cccc(C)c2n1	-1	0.0	-3	0	-9	0	0	1	105
Nc1c(C(=O)Nc2ccc(F)cc2)sc(=S)n1-c1ccccc1F	0	2.7	24	4	-6	5	4	-1	112
CC1CCc2[nH]c3ccc(C(=O)Nc4ccc(C(=O)N(C)C)cc4)cc3c2C1 (configuration not stated)	-4	1.6	-7	-10	5	3	2	-3	105
CS(=O)(=O)c1ccc(CNC(=O)C2(C(F)(F)F)C/C(=C/CCO)CCCO2)cc1 (configuration not stated)	-4	0.6	0	0	4	1	-2	0	96
O=C(NC1CCCN(Cc2ccc(Cl)cc2)C1)c1ccnc(Cl)c1 (configuration not stated)	1	1.4	1	-8	-26	8	1	3	119
Cc1cc(C)c(C(=O)CSc2nc(C)cc(C)c2C(N)=O)c(C)c1	5	0.1	-9	2	9	-4	0	0	99

Grouped by structure, the entries above containing two or more sulfur atoms (9)
SMILES	TPT1 inhibitor	PP5 primary	EBNA-1 inh	core dimer inh	ZTA DNA inh	JMJD2C inh	Fh CTSL1 inh	PP1 counter	CR mimetic SO
CCOC(=O)C1CCCN(S(=O)(=O)c2cccs2)C1 (configuration not stated)	1	1.4	3	2	-2	-6	3	-3	95
CC(C)(C)SCCNC(=O)CN(c1ccc(F)cc1)S(=O)(=O)c1ccccc1	-1	3.8	-11	0	-3	4	0	-2	106
Cc1ccsc1C(=O)N(c1nc2ccccc2s1)c1c(C)cccc1C	-5	2.3	-12	4	1	6	-2	-2	111
CCN(C(=O)CSc1nc2ccccc2c(=O)n1-c1cccc(C)c1)C1CCS(=O)(=O)C1 (configuration not stated)	-2	1.5	-2	6	4	-27	2	-2	96
CC(=O)N1CC(C)Sc2ccc(S(=O)(=O)NCc3ccc(F)cc3)cc21 (configuration not stated)	0	0.9	-2	2	12	-5	-8	-5	98
CSc1cccc(NC(=O)C2CCN(S(=O)(=O)c3ccc(F)cc3)CC2)c1	-2	5.5	-5	-1	1	-9	-1	-2	97
Cc1ccc2c(c1)-c1c(ssc1=S)C(C)(C)N2C(=O)CSC1=NCCS1	-5	1.4	2	1	-12	2	1	-5	92
CCc1nnc(NS(=O)(=O)c2ccc(NC(=O)C(c3ccccc3)c3ccccc3)cc2)s1	-1	2.0	-2	18	-8	4	-4	6	113
Nc1c(C(=O)Nc2ccc(F)cc2)sc(=S)n1-c1ccccc1F	0	2.7	24	4	-6	5	4	-1	112
